Avidin bead fluor: compound fluoresces at 488/530 nm on avidin beads | compound fluorescence 488/530 nm, flow cytometry; stronger effect = higher value | fluorescence (KMESF) at 10 µM | hit rate 0.38% among 220,000 | AID 1775; in the data active means fluorescence above about 47; further: inactives centre near 10
Rac1 wt GTP bind: modulators of human Rac1 wildtype GTP binding. GST-Rac1 beads, fluorescent GTP binding, flow cytometry; actives lie on both sides; 0 = cold GTP competed, 100 = untreated. hit rate 0.27% among 190,000. P63000. GTP binding activity (% of control), % at 10 µM;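 active means GTP binding activity at least 20 points away from the 100% control level, either lower or higher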
HRas wt GTP bind: changes GTP binding to wildtype human HRas | hit rate 0.14% among 190,000 | AID 759 | GTP binding activity, % at 10 µM | GST-Ras wt beads, Bodipy-FL-GTP binding, flow cytometry; actives lie on both sides;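 active means GTP binding activity at least 20% away from the 100% baseline, either lowered as inhibitor or raised as activator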;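 further: 0% = unlabeled GTP competition control and 100% = no-compound control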
Rab2 wt GTP: changes GTP binding to wildtype dog Rab2A, up or down; GST-Rab2 wt beads, Bodipy-GTP binding, flow cytometry; P61105; hit rate 0.19% among 190,000; GTP binding activity, % at 10 µM;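 active means GTP binding activity at least 20 points away from 100%, either lowered or raised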;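 further: 0% = beads with excess unlabeled GTP and 100% = no-compound control corrected for plate trend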
Rab7 wt modul: modulators of GTP binding to dog Rab7 wildtype GTPase. GST-Rab7 beads, fluorescent GTP binding, flow cytometry; actives lie on both sides; untreated = 100%, excess cold GTP = 0%. hit rate 0.055% among 190,000. GTP binding activity (percent of control), % at 10 µM;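 active means fluorescent GTP binding to Rab7 beads changed by at least 20 points from the 100% baseline, either direction, mostly lower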;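 further: median green fluorescence of bound Bodipy-FL-GTP per Rab7 bead population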
Rac1 mut GTP: alters GTP binding to activated mutant human Rac1; P63000; hit rate 0.11% among 190,000; percent activity (GTP binding), % at 10 µM; GST-Rac1 activated beads, fluorescent GTP binding, flow cytometry; actives lie on both sides; 100% means binding = to untreated wells;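 active means GTP binding at least 20 percentage points away from the 100% baseline, in either direction, so actives lie on both sides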
Cdc42 wt: human Cdc42 wildtype GTP binding change, either direction | P60953 | GST-Cdc42 beads, Bodipy-GTP binding, flow cytometry; actives lie on both sides | percent activity (GTP binding), % at 10 µM | hit rate 0.2% among 190,000;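 active means percent activity GTP binding at least 20 points away from the 100% baseline, either down as inhibitor or up as activator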;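 further: median bead fluorescence of bound Bodipy-FL-GTP at 100 nM; 0% = excess unlabeled GTP control and 100% = no compound control; below 100% means less GTP binding so inhibitor and above means activator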
Mcl1-Noxa inh: Mcl-1/Noxa interaction inhibition | Q07820 | TR-FRET Mcl-1/Noxa peptide binding, 2 h | inhibition, % at 21.7 µM | hit rate 1.5% among 220,000;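 active means compounds that cut the protein-peptide binding signal by more than 50% relative to plate controls in a single-dose test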;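 further: His-tagged Mcl-1 with rhodamine Noxa BH3 peptide and terbium anti-His antibody; 0% = Mcl-1 plus Noxa peptide wells and 100% = peptide-only wells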
Pf gametocyte: inhibitors of late stage P. falciparum gametocyte viability. P. falciparum stage V gametocytes, ATP luminescence, 24 h. inhibition, % at 10.9 µM. hit rate 0.065% among 150,000. AID 743093;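 active means inhibition above the mean plus 3 SD of compounds within the control limits, set per campaign, cut at about 38% in these data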;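 further: 0% = DMSO wells and 100% = medium only without gametocytes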
ABCB1 block: blocks JC-1 efflux by human ABCB1 transporter; P08183; CCRF-Adr cells, flow cytometry; inhibition, % at 6.6 µM; hit rate 0.067% among 190,000; in the data active means inhibition above about 40%;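 further: 0% = vehicle and 100% = reference inhibitor; higher value means more JC-1 retained so stronger ABCB1 efflux block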
Target sequence (P08183 whole entry, looked up): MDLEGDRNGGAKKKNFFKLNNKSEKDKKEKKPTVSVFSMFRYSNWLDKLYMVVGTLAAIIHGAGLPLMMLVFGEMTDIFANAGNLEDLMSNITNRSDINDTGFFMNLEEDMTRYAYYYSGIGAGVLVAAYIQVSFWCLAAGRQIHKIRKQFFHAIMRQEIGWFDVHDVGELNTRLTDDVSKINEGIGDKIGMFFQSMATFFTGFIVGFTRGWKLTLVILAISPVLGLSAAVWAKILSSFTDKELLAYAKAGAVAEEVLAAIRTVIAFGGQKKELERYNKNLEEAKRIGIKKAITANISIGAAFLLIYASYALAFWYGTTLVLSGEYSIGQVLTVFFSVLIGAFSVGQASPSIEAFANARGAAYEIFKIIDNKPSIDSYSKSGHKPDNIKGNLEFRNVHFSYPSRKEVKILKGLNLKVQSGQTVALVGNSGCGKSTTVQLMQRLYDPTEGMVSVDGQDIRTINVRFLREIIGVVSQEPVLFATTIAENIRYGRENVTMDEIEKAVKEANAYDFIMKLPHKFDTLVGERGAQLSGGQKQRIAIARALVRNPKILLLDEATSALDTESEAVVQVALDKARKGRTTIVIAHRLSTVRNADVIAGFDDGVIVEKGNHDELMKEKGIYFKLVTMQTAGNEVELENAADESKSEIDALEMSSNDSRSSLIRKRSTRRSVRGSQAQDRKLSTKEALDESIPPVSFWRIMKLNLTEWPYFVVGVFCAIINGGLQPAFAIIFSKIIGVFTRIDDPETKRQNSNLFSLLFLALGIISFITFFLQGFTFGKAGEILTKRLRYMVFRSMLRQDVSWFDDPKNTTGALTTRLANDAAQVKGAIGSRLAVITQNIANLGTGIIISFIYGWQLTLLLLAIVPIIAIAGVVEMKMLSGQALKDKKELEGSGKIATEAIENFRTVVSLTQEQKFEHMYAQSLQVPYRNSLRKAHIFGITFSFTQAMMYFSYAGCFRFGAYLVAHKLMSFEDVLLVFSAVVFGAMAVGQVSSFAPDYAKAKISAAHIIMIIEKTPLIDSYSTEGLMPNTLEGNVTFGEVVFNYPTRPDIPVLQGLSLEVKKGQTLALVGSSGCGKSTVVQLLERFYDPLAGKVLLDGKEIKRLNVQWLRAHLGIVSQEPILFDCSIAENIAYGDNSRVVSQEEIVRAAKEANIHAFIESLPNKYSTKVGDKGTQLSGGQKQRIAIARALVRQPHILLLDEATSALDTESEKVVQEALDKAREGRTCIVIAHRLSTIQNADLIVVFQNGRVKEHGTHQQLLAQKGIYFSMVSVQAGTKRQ
ABCG2 block: blocks JC-1 efflux by human ABCG2 transporter; AID 1325; Q9UNQ0; IgMXP3 cells, flow cytometry; inhibition, % at 6.6 µM; hit rate 0.1% among 190,000;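 active means inhibition above 80%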;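 further: 0% = DMSO and 100% = nicardipine control wells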
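Test system: IgMXP3 (ABCG2) plus far-red-tagged CCRF-Adr (ABCB1) cells / Amount: 3 million cells/mL in well / Reagent: JC-1 transporter substrate / Timing: 10 min compound exposure, 25 °C / Signal: flow cytometry, 530 nm JC-1 signal / Read-out: percent efflux inhibition, scaled nicardipine 100% to DMSO 0% / Benchmarks: nicardipine as high control, DMSO as low control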
Numbers without * were called inactive; x = not tested or not shown.

smiles	Rab2 wt GTP	Rab7 wt modul	HRas wt GTP bind	Rac1 wt GTP bind	Cdc42 wt	Avidin bead fluor	ABCG2 block	Pf gametocyte	Mcl1-Noxa inh	ABCB1 block	Rac1 mut GTP
CCOC(=O)c1sc(N2N=C(C)/C(=C\c3ccc(OCC(=O)OC)cc3)C2=O)nc1C	98	98	99	98	94	7	-7	-11	-32	-1.1	99
CS(=O)(=O)NCCNc1ccc(C(F)(F)F)cc1[N+](=O)[O-]	101	100	99	102	103	10	8	-10	19	0.9	98
O=C(NCCc1ccccc1F)/C(=C/c1cccnc1)NC(=O)c1ccccc1	100	94	99	101	101	6	3	16	-1	0.1	100
Cc1ccc(C(C)C)c(OCC(=O)N2CCOCC2)c1	100	98	99	105	100	32	0	x	6	-0.4	98
O=C(CSc1nc2ccccc2n1CC(=O)N1CCCC1)Nc1ccc2c(c1)OCO2	94	95	98	98	99	9	1	15	-1	0.4	94
COc1ccc(N(C(C)C(=O)N/N=C(\C)C(C)(C)C)S(C)(=O)=O)cc1 (stereo not given)	94	97	95	96	96	9	14	4	2	0.3	95
COc1cc([N+](=O)[O-])ccc1N/C=C/C(=O)c1cccs1	96	99	99	97	95	11	7	-1	1	0.9	97
CC(=O)N/C(=C\c1ccccc1)C(=O)NC(C)C(=O)O (stereo not given)	97	94	96	97	97	9	-1	-5	10	-0.1	94
Cc1cc(C)n(-c2ccc(C(=O)NC(C)C)cc2)n1	99	99	100	103	100	8	4	x	2	0.7	99
O=C(COC(=O)/C=C/c1ccco1)Nc1cccc([N+](=O)[O-])c1	98	99	97	99	97	10	15	-5	10	0.4	97
CN(C/C=C/c1ccccc1)C1CCCCC1	99	103	99	99	96	10	0	3	-3	-0.2	98
Oc1ccc(F)cc1-c1cc(-c2ccc3c(c2)OCCO3)n[nH]1	103	101	101	109	101	5	-1	x	32	-0.3	102

Record cards, as listed above:
COc1cc([N+](=O)[O-])ccc1N/C=C/C(=O)c1cccs1 is listed as Rab2 wt GTP = 96; Rab7 wt modul = 99; HRas wt GTP bind = 99; Rac1 wt GTP bind = 97; Cdc42 wt = 95; Avidin bead fluor = 11; ABCG2 block = 7; Pf gametocyte = -1; Mcl1-Noxa inh = 1; ABCB1 block = 0.9; Rac1 mut GTP = 97
O=C(CSc1nc2ccccc2n1CC(=O)N1CCCC1)Nc1ccc2c(c1)OCO2 is listed as Rab2 wt GTP = 94; Rab7 wt modul = 95; HRas wt GTP bind = 98; Rac1 wt GTP bind = 98; Cdc42 wt = 99; Avidin bead fluor = 9; ABCG2 block = 1; Pf gametocyte = 15; Mcl1-Noxa inh = -1; ABCB1 block = 0.4; Rac1 mut GTP = 94

Further results follow.
smiles	Rab2 wt GTP	Rab7 wt modul	HRas wt GTP bind	Rac1 wt GTP bind	Cdc42 wt	Avidin bead fluor	ABCG2 block	Pf gametocyte	Mcl1-Noxa inh	ABCB1 block	Rac1 mut GTP
CCOC(=O)c1cnc(SCc2nc(N)nc(Nc3ccccc3)n2)nc1N	102	102	102	99	101	7	1	x	-69	0.4	100
Clc1ccc(Cn2c(-c3cccnc3Cl)nc3ccccc32)cc1	101	97	104	101	102	7	8	x	0	1.4	99
Clc1ccc(-c2csc(=Nc3cccnc3)n2CCCn2ccnc2)cc1Cl	100	99	101	106	103	13	4	x	35	0.9	99
N#Cc1ccccc1NC(=O)CSc1nnc(-c2ccncc2)o1	97	102	96	94	97	8	2	24	17	0.3	92
COc1ncnc2sc(-c3ccccc3)cc12	102	104	103	106	103	5	2	x	-19	0.1	102
Cc1ccccc1Oc1nc2ccccn2c(=O)c1/C=C(\C#N)C(=O)Nc1c(C)n(C)n(-c2ccccc2)c1=O	96	101	97	100	99	17	8	5	16	1.3	98
CCCc1cc(C(N)=O)c(NC(C)=O)s1	93	90	96	97	99	31	2	x	9	0.2	95
O=C(Cn1nnc(-c2ccccc2)n1)N/N=C/c1ccco1	98	104	99	98	96	10	3	8	11	0.7	94
COc1cccc(C2C3=C(CCCC3=O)Nc3nc(-c4cc(OC)c(OC)c(OC)c4)nn32)c1 (stereo not given)	97	96	97	97	94	9	3	-31	0	0.3	95
CC(=O)c1cccc(NC(=O)C2CCCN(S(=O)(=O)c3ccccc3)C2)c1 (stereo not given)	98	101	99	96	99	13	20	x	-14	3.8	92
O=C(N/N=C/c1cc2c(cc1Cl)OCO2)c1ccncc1	101	98	101	101	100	6	12	x	18	x	103
Oc1ccccc1-c1nnc(-c2ccc(C(F)(F)F)cc2)o1	97	98	98	98	100	34	2	x	4	0.1	95
O=C(CSc1nnc(SCc2ccc(Cl)cc2)s1)N1CCOCC1	108	104	106	110	106	10	3	-3	1	0.7	103
Cc1cc(N2CCOCC2)nc(-c2ccc([N+](=O)[O-])cc2)n1	95	93	98	98	97	9	4	x	-6	0.2	96
CCOc1cc2[nH]c(=O)n(CCC(=O)NCCc3ccc(OC)c(OC)c3)c(=O)c2cc1OCC	98	100	98	100	99	37	1	x	-1	0.4	97
C=CCNc1cc(N2CCCC2)ccc1[N+](=O)[O-]	96	94	96	96	95	9	21	-12	-6	1.3	98
CCOc1cc(/C=N/NC(=O)C(=O)Nc2cc(Cl)ccc2C)ccc1O	95	107	96	92	97	8	3	13	11	0.2	95
CC(C)CNC(=O)COC(=O)c1cc(S(=O)(=O)N(C)C)ccc1N1CCCC1	95	96	97	98	98	11	3	2	11	0.2	95
CCOC(=O)N/N=C/c1c(F)cccc1F	97	96	95	101	98	1	12	-3	5	0.8	99
Cc1ccc(S(=O)(=O)c2nc(C(C)(C)C)oc2N2CCOCC2)cc1	100	98	101	104	104	22	0	x	19	0.1	99
O=C(Nc1n[nH]c(C2CCCCC2)n1)C1CCCCC1	98	94	97	94	100	11	0	2	x	-0.1	96
O=C(NCC(c1ccco1)N1CCN(c2ccccc2F)CC1)OCc1ccccc1 (stereo not given)	98	100	96	99	100	12	28	8	-1	1.5	96
Cn1c(N)c(C(=O)COC(=O)CCC2CCCCC2)c(=O)n(C)c1=O	96	103	102	101	95	12	4	18	-2	0.6	95
CNc1nc2sc3c(c2c(=O)n1C)CC(C)(C)SC3	92	98	94	98	99	35	56	x	34	0.7	97
CCCCCNC(=O)c1cccnc1SCC(=O)Nc1ccccc1OC	99	94	98	100	98	10	1	12	6	x	101
CCCCOc1ccc(C(=O)N/C(=C\c2ccc(OC)cc2)C(=O)OCc2ccco2)cc1	96	100	100	98	98	13	5	-15	2	1.2	92
CCc1c(C)nc2ncnn2c1N1CCC(C(=O)Nc2ccc(C)cc2)CC1	99	99	98	102	100	0	0	x	47	-0.8	99
Cc1ccc2nc(-c3ccncc3)c(NC3CCCCC3)n2c1	94	93	96	97	93	12	6	-22	36	2.4	95
CC1Cc2ccccc2N1CC(=O)c1c(N)n(Cc2ccccc2)c(=O)n(C)c1=O (stereo not given)	99	98	98	102	98	21	49	4	23	0.9	97
COC(=O)c1sccc1NC(=O)c1ccc(OC)c([N+](=O)[O-])c1	99	105	100	97	95	9	27	23	24	0.8	98
CCc1sc(NC(=O)CN2CCOCC2)nc1-c1ccccc1	99	104	100	101	101	26	38	-9	12	1.8	97
Nc1nnnn1CC(=O)N/N=C/c1cc([N+](=O)[O-])ccc1Cl	95	95	95	93	95	8	0	3	-4	-0.2	93
CC(=O)N[C@@H](C)C(=O)N1CCN(S(=O)(=O)c2ccc(Cl)cc2)CC1	95	96	96	98	96	11	1	-5	10	0.3	95
CCC(C)C(=O)Nc1cccc(SC)c1 (stereo not given)	96	93	96	96	93	12	-1	x	-1	0.1	95
CN(C)c1ncc(C(=O)O)cn1	100	103	99	103	101	34	5	x	12	0.6	96
COc1ccc(/C=C(/NC(=O)c2ccc(OC)cc2)C(=O)NCCc2c[nH]c3ccccc23)cc1	97	99	99	102	98	3	1	-9	4	0.1	98
CS(=O)(=O)N(CC(=O)N1CCCC1)c1cc(C(F)(F)F)ccc1Cl	97	100	95	99	98	11	1	18	17	0.4	96
COC(=O)c1nn(-c2ccccc2)c(Sc2ccc(C)cc2)c1/C=N/O	96	99	96	100	96	10	-1	x	3	12	96
O=C(C1CCN(Cc2ccc(F)cc2)CC1)N(CCc1ccccc1)Cc1ccccc1	99	100	100	101	104	5	2	x	43	1.3	100
O=C(CC1C(=O)NCCN1CC1CCCCC1)NCc1ccc(F)cc1 (stereo not given)	100	106	103	104	98	11	0	-20	-1	0.4	98
CC1(C)C2CCC1(CS(=O)(=O)N1CCCc3ccccc31)C(=O)C2 (stereo not given)	97	96	101	102	101	35	1	-12	6	0.4	99
CCOC(=O)c1cccc(NC(=O)CCc2ccccc2)c1	96	101	96	95	94	13	16	9	-3	1.0	92
CCOC(=O)c1c(C)[nH]c(C)c1C=O	93	92	93	100	93	12	2	-17	16	-0.2	92
CC(O)(CS(=O)(=O)Cc1ccc(Cl)cc1)C(=O)Nc1cccc(C(F)(F)F)c1 (stereo not given)	104	105	105	108	103	10	2	x	-16	0.6	101
Nc1c(S(=O)(=O)c2ccccc2)nnn1-c1ccccc1	100	97	99	102	98	3	1	-8	6	0.2	97
Nn1c(SCC(=O)NCc2ccc3c(c2)OCO3)nnc1C1CC1	97	96	99	99	99	6	2	x	6	-0.1	98
Cc1ccc(S(=O)(=O)N2CCC(=O)N(C(COC(=O)Nc3ccccc3)Cc3ccccc3)CC2)cc1 (stereo not given)	101	104	103	106	103	10	5	-23	-9	2.3	101
Cc1cc(N2CCOCC2)nc(SCc2c(Cl)cccc2Cl)n1	101	98	103	103	98	13	13	16	-10	1.8	100
O=C(O)CC/C(=N\NC(=O)c1ccc(F)cc1)c1ccc(Br)cc1	94	96	92	93	94	12	5	-14	16	0.8	93
NC(=O)C1CCN(C(=O)c2cc(S(=O)(=O)N3CCOCC3)c(Cl)cc2Cl)CC1	104	98	104	100	106	7	1	x	-19	0.9	100
CCn1c(SCC(=O)Nc2ccc(N3CCOCC3)c(Cl)c2)nnc1-c1ccc(N)cc1	98	98	100	105	102	28	0	14	17	0.2	100
CCCC(=O)c1ccc(N2CCOCC2)c(F)c1	102	97	100	103	99	11	17	-11	7	0.8	101
Cc1ccc(CC2CC(=O)N(CC(=O)O)C2=O)cc1 (stereo not given)	100	103	103	104	102	6	15	-2	35	-0.3	99
Cc1nn(-c2ccccc2)c(Cl)c1C(=O)N(C)c1nc(-c2ccc(F)cc2)cs1	96	95	97	100	95	12	3	x	-23	0.1	100
CC(C)(C)c1cc(NC(=O)Nc2ccc(Br)cc2Cl)no1	98	105	99	96	96	10	1	x	3	-0.3	94
O=C(NC1CC2CCCC(C1)N2C(=S)NCCc1ccccc1)C1CC1 (stereo not given)	98	96	96	96	97	8	2	9	-1	1.0	95
O=C(NCCNC(=O)c1ccc([N+](=O)[O-])cc1)c1ccncc1	104	106	104	104	106	9	2	11	-13	-0.7	98
